Casp7 inh – blocks human caspase-7 allosterically or competitively; P55210; recombinant caspase-7, Ac-DEVD-AFC fluorescence rate; Potency, µM (highest dose often 57.5 µM), without a hit: top-dose activity change, negative = inhibition, usual class: inhibitors; 75,000 compounds, 0.02% hits; active means well fitted inhibition curve with a large enough effect in the main read-out, with a control signal flat, not every such curve was filed as active; inconclusive means small, poorly fitted or top-dose-only effect, or a change in a side signal; further: potency means the concentration at half of the fitted maximal effect; % of control where 0% means no effect
Target sequence (P55210 24-198 limits assumed): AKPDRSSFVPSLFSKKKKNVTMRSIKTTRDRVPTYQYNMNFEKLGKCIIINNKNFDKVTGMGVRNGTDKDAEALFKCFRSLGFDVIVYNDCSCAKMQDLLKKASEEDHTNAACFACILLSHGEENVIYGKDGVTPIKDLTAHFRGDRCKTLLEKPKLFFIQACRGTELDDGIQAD
Target sequence (P55210 207-303 limits assumed): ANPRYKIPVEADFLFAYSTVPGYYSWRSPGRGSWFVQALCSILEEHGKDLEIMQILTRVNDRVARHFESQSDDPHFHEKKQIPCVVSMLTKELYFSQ
4MU fluor – 4-MU region autofluorescence; compound autofluorescence, 340/450 nm, 4-MU equivalents; stronger effect = higher value; max dye-equivalent concentration, M; 59,000 compounds, 11% hits; AID 589; in the data active means max dye-equivalent concentration above about 10 nM; inconclusive means mostly about 1.1 nM to 9.6 nM
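Intrinsic fluorescence at 340/450 nm (ex/em) was read after 15 min at room temperature in pH 8.0, 100 mM Tris. Each compound concentration expressed as 4-MU-equivalent concentration from a six-point 4-MU standard series on each plate.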
USP2a inh – blocks human ubiquitin-specific protease USP2a | O75604 | USP2a enzymatic assay, qHTS inhibition | Potency, µM (titrated, usually from 38.3 µM), inactives show at the highest dose activity change, negative = inhibition, most hits filed as inhibitors | 60,000 compounds, 0.1% hits | AID 927;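 further: potency means the concentration at half of the fitted maximal effect; nearly all actives have a fitted effect of over 60% in size; plate controls were DMSO for no effect and NEM full inhibition control for full effect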
Target sequence (O75604 whole entry, looked up): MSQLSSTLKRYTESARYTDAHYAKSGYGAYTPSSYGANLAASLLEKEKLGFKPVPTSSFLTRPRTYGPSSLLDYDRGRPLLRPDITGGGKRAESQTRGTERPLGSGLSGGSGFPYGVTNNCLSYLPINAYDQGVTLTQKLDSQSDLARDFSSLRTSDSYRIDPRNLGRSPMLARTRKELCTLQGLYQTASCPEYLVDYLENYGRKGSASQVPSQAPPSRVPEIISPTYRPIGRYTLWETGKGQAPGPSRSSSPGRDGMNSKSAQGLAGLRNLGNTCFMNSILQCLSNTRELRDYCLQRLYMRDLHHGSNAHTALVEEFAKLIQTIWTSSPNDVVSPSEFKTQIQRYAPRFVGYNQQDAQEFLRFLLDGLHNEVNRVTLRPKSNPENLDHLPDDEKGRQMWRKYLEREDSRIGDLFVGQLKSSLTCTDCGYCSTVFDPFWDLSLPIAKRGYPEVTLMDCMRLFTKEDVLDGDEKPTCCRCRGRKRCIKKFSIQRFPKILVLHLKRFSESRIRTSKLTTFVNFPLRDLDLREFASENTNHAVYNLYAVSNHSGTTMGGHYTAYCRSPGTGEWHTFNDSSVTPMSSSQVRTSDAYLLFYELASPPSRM
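USP2 core (20nM final) preincubated 30 min RT with compound, then Ub-PLA2 20nM and NBD C6-HPC 20uM final added; buffer 20mM Tris-HCl pH 8.0, 2mM CaCl2. Fluorescence Ex 460/Em 535 read at 0 and 2.5 h; normalized to NEM.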
Ub-GFP proteasome – proteasome inhibitors stabilizing ubiquitin-GFP reporter | 67,000 tested, under 10 active | Ubiquitin-GFP reporter cells, proteasome inhibition, GFP fluorescence; response scale: untreated = 0%, 10 µM MG-132 = 100% | AID 526 | Potency, µM (series often up to 45.9 µM), for inactives: top-dose activation (GFP accumulation), most hits filed as activators; active means well fitted activation curve with a large enough effect, not every such curve was filed as active; inconclusive means small, poorly fitted or top-dose-only effect, or another doubt; inactive means no such curve, though single readings can be large or run the other way; further: potency means the concentration at half of the fitted maximal effect
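GFP accumulation read-out: laser plate cytometry counting ubiquitin(G76V)-GFP-expressing U2OS cells after 4 hr compound exposure at 37 °C. Titrations spanned 46 uM to 2.9 nM; 0% = basal, 100% = 10 uM MG-132; concentration-response curves fitted.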
GFP derepression – derepresses silenced GFP locus in mouse C127i cells. 68,000 compounds, 0.09% hits. Potency, µM (doses to about 46.1 µM), for inactives: at the top dose GFP derepression (activation). mouse C127i GFP locus derepression, cytometry, 30 h; further: % of control where 0% means no effect
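Locus derepression in mouse mammary C127i cells whose integrated CMV-GFP reporter is normally silent; GFP expression after 30 h compound treatment was quantified by counting fluorescent cells.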
BRCT PPI red – inhibitors of human BRCA1 BRCT-phosphoprotein interaction (red fluorophore); P38398; BRCT-phosphopeptide binding, red fluorescence polarization; Potency, µM (doses to about 76.9 µM), inactives show top-dose activity change, negative = inhibition, usual class: inhibitors; 75,000 compounds, 0.03% hits; AID 892; further: on the % scale 0 is the no-effect control and ±100 the full control effect
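Rhodamine-labelled pBACH1 10-mer (100 nM) bound to BRCT domain (100 nM) at pH 7.3; compounds incubated 12 min room temperature, polarization read. Free peptide defines full inhibition; unlabelled decapeptide titrated as control.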
HEK293 cAMP cs – raises cAMP in parental HEK293 cells, TSHR agonist counter-screen; parental HEK293 CNG cAMP sensor, membrane potential fluorescence; Potency, µM (titrated, usually from 57.1 µM), inactives show at the top dose activation, actives largely listed as activators; 73,000 compounds, 2.5% hits; further: potency means the concentration at half of the fitted maximal effect; % of control where 0% means no effect; nearly all actives have a fitted effect of over 55% in size
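Counterscreen for endogenous-receptor signalling: CNG-channel HEK 293 cells report cAMP rise by membrane depolarization. After 60 min dye equilibration with 100 uM RO 20-1724, compounds incubated 30 min before bottom-read fluorescence at 590 nm.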
Fluorescein autfl – fluorescein region autofluorescence | Compound autofluorescence, 480/540 nm, fluorescein-equivalent; stronger effect = higher value | max fluorescein-equivalent concentration, M | 59,000 compounds, 0.91% hits; in the data active means max fluorescein-equivalent concentration above about 10 nM; inconclusive means between about 1.1 nM and that limit
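Compounds were pin-transferred into 100 mM Tris buffer, pH 8.0, and incubated 15 min at room temperature. Fluorescence was read at 480 nm excitation/540 nm emission. Signals were normalized to an on-plate six-point fluorescein standard curve as dye-equivalent concentration.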
Casp1 inh – allosteric or competitive inhibitors of human caspase-1 | Caspase-1 enzyme, Ac-WEHD-AFC fluorogenic rate | 75,000 compounds, 0.03% hits | Potency, µM (titrated, usually from 57.5 µM), without a hit: at the top dose activity change, negative = inhibition, actives largely listed as inhibitors | P29466;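 further: potency means the concentration at half of the fitted maximal effect; plate controls were vehicle for no effect and no substrate for full effect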
BRCT inh green – BRCA1 BRCT-phosphoprotein interaction inhibition; P38398; BRCA1 BRCT-phosphopeptide binding, green fluorescence polarization; Potency, µM (series often up to 76.9 µM), without a hit: at the top dose activity change, negative = inhibition, most hits filed as inhibitors; 75,000 compounds, 0.05% hits; AID 875;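 further: potency means the concentration at half of the fitted maximal effect; plate controls were peptide without protein for full effect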
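Fluorescence polarization: His-tagged BRCT (~35 kDa BRCA1 C-terminus, 250 nM) bound to 100 nM fluorescein-labeled phosphorylated 10-aa BACH1 peptide, pH 7.3 phosphate buffer with DTT and Tween 20. Compounds incubated 12 min at room temperature; inhibition read as lowered polarization.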
A350 fluor – compounds fluorescent in Alexa 350 spectral region; Compound autofluorescence, 340/450 nm, Alexa 350 dye-equivalents; stronger effect = higher value; max dye-equivalent concentration, M; 59,000 compounds, 11% hits; in the data active means max dye-equivalent concentration above about 10 nM; inconclusive means mostly about 1.1 nM to 9.6 nM
* marks the source's active call; other numbers are inactive results; i = inactive; ? = inconclusive; . = no result given; [ ] = dose if it differs, or a comment. Unless noted, the call rests on the fitted dose curve; in most records, active means well fitted curve in the direction sought with a large enough effect; inconclusive means small, poorly fitted or top-dose-only effect, or another doubt; inactive means no such curve, though single readings can be large; an effect the other way counts as inactive or inconclusive.

SMILES	Casp7 inh	4MU fluor	USP2a inh	Ub-GFP proteasome	GFP derepression	BRCT PPI red	HEK293 cAMP cs	Fluorescein autfl	Casp1 inh	BRCT inh green	A350 fluor
O=C(COc1ccc2ccccc2c1Br)Nc1ncn[nH]1	-1%	i	-1%	0%	-3%	-0.4%	2%	i	-6%	-4.0%	i
CCCC(C)C(=O)Nc1ccc(Cl)cn1 (stereo not drawn)	0%	i	2%	0%	0%	-0.1%	12%	i	1%	-4.0%	i
Cc1c(NC(=O)Nc2cccc(Cl)c2)c(=O)n(-c2ccccc2)n1C	0%	.	1%	11%	2%	0.9%	10%	.	1%	-0.4%	.
COc1cc(-c2nnc(SCC(=O)N3CCCC3)o2)cc(OC)c1OC	-1%	i	-2%	0%	-1%	-0.1%	4%	?	1%	-0.3%	i
Cc1ccc(S(=O)(=O)Nc2ccc(-c3nnc(SCC#N)n3C)cc2)cc1	4%	i	5%	6%	1%	-1.6%	-1%	i	1%	-1.7%	i
O=C(CSC1=NCCS1)N1CCc2ccccc21	-1%	i	-3%	-1%	0%	-1.6%	7%	?	-2%	-4.3%	?
O=C1CC(c2ccco2)CC(O)=C1C=NCCO (stereo not drawn)	-1%	.	-9%	-14%	4%	0.0%	6%[11.4 µM]	.	-2%	-1.3%	.
NS(=O)(=O)c1nc(S(=O)(=O)O)c2[nH]cnc2n1	0%[11.5 µM]	i	.	-4%[9.17 µM]	-3%[9.22 µM]	-1.6%[15.4 µM]	-1%[11.4 µM]	?	-2%[11.5 µM]	0.1%[15.4 µM]	i
CC1CCc2cccc3c2N1c1cc(C#N)c(C#N)cc1O3 (stereo not drawn)	-18%	i	21%	17%	13%	-0.4%	3%	6.3e-08M*	?	-0.6%	i
O=C1CC(c2ccccc2)CN1Cc1ccccc1 (stereo not drawn)	-1%	.	0%	-3%	0%	1.3%	23%	.	-1%	2.8%	.
CS(=O)(=O)N1CCC2(CCCN(Cc3cc(C(F)(F)F)cc(C(F)(F)F)c3)C2)CC1	-1%	i	0%	-2%	2%[9.22 µM]	-3.2%	16%	i	-5%	2.1%	i
COc1cccc(C(=O)N2CCN(C3CCC(c4ccccc4)CC3)CC2)c1 (stereo not drawn)	0%	i	6%	-3%	-1%	-0.4%	?	?	-1%	0.6%	i
CNC(=O)c1nnc(Cc2ccc(F)cc2)o1	-2%	.	.	0%	-2%	1.8%	5%	.	1%	-2.0%	.
CC(C)OCCCNc1ncc2c(n1)CC(c1ccc(N(C)C)cc1)CC2=O (stereo not drawn)	-2%	i	8%	0%	-1%	-1.9%	18%	?	0%	-2.7%	i
COC(=O)c1ccc(C(NC(=O)OCc2ccccc2)/C(=C/[C@@H](C)C(=O)NCc2ccc(C)o2)c2cccnc2)cc1 (stereo partly drawn)	0%	.	.	.	.	0.4%	-1%	.	-2%	-1.1%	.
CS(=O)(=O)N(CC(=O)NC1CCCC1)c1cccc(F)c1	0%	i	-7%	0%	-2%	-0.8%	4%	i	1%	0.8%	i
O=C1CC(c2ccc(F)cc2)C2=C(CCCC2=O)N1 (stereo not drawn)	0%	3.5e-08M*	-2%	0%	-2%	1.9%	2%	?	-4%	-1.3%	3.3e-08M*
Cc1ccc(S(=O)(=O)NC(CC(=O)N2CCOCC2)c2ccco2)cc1 (stereo not drawn)	1%	i	?	-15%	-4%	-2.0%	9%	i	2%	-3.9%	i
O=S(=O)(c1ccccc1)N1CCC[C@@]2(CCN(Cc3ccccc3)C2)C1	0%	i	40%[activator]	-8%	7%[9.22 µM]	0.2%	?	?	-1%	-2.9%	i
COc1ccc(-n2c(=O)cnc3cnc(Oc4cccc(Cl)c4)nc32)cc1	-1%	i	86%[activator]	-4%	8%[9.22 µM]	-0.5%	?	i	-4%	-3.3%	i
CCCCOC(=O)COc1ccc(Cl)cc1Cl	-2%	.	.	.	.	1.8%	?	.	0%	0.7%	.
COc1ccc(CCn2c(C)cc3c(c2=O)C(c2ccncc2)C(C#N)=C(N)O3)cc1OC (stereo not drawn)	-1%	i	1%	8%	-3%	-0.5%	0%	i	-1%	1.3%	i
CCOc1ccc(N2CC(=O)Nc3ccccc3NCC2=O)cc1	-1%	i	-1%	0%	-2%	0.5%	-15%	?	0%	-0.5%	?
COC(=O)c1cc(OC)c(OC)cc1NC(=O)c1ccoc1C	-1%	1.5e-07M*	-3%	-1%	2%	0.4%	5%	i	1%	-1.1%	1.3e-07M*
Brc1ccc(-c2cnc(-c3cccs3)o2)cc1	-4%	5.3e-08M*	-3%	4%	0%	0.8%	?	i	-7%	1.0%	3.9e-08M*
Other records:
SMILES	Casp7 inh	4MU fluor	USP2a inh	Ub-GFP proteasome	GFP derepression	BRCT PPI red	HEK293 cAMP cs	Fluorescein autfl	Casp1 inh	BRCT inh green	A350 fluor
Cc1ccc2nsnc2c1S(=O)(=O)NCc1ccncc1	0%	i	-1%	2%	5%	0.0%	27%	i	0%	1.1%	i
COCC(=O)NC1CC2CCCC(C1)N2Cc1ccccc1 (stereo not drawn)	-1%	i	-9%	-4%	-3%	-0.8%	3%	i	3%	-2.0%	i
CC1(C)CC(=O)C2=C(C1)OC(N)=C(C#N)C2c1cccc(OC(=O)c2ccco2)c1 (stereo not drawn)	0%	i	17%	-7%	-3%	-1.4%	10%	i	-1%	0.3%	i
CCOc1ccc(N=C(NC#N)SC)cc1	1%	i	-3%	23%	3%	-0.4%	13%	i	1%	-0.1%	i
Nc1nc(SCc2ccccc2[N+](=O)[O-])c2[nH]cnc2n1	2%[11.5 µM]	i	.	-4%[9.17 µM]	3%[9.22 µM]	-2.5%[15.4 µM]	-1%[11.4 µM]	i	0%[11.5 µM]	0.0%[15.4 µM]	i
O=S(=O)(c1ccc(F)cc1)N1CCC(N2CCN(c3ccccc3)CC2)CC1	0%	i	9%	0%	3%	-0.4%	1%	?	3%	2.6%	i
Cc1ccc(NC(=O)CSc2n[nH]c(-c3ccncc3)n2)cc1	1%	i	-8%	-1%	-1%	-1.6%	?	i	0%	-3.4%	i
OC(CNCC(c1ccco1)N1CCCCC1)c1ccccc1 (stereo not drawn)	7%	i	-4%	-2%	0%	-0.8%	?	?	0%	-1.6%	?
C1CN(c2nc3nonc3n3nnnc23)CCO1	0%	i	2%	-4%	-2%	-0.4%	0%	?	-4%	-3.1%	?
COc1ccc(OC)c(C(=O)CSc2nnc(-c3ccc(OC)c(OC)c3)o2)c1	-1%	2e-07M*	-13%	-1%	2%	-0.6%	6%	i	-2%	-4.4%	2e-07M*
Cc1ccn2cc(CCNC(=O)CC(C)(C)C)nc2c1	1%	i	3%	-5%	-1%	0.7%	12%	i	1%	-0.3%	i
O=C(NCC1CCCO1)c1ccc(C(=O)NCC2CCCO2)cc1 (stereo not drawn)	-1%	i	4%	-5%	6%	1.6%	14%	?	3%	0.0%	i
COc1ccc(NS(=O)(=O)c2ccc3oc(Nc4ccc5c(c4)OCCO5)nc3c2)cc1	1%	3.6e-08M*	33%[activator]	1%	0%	3.0%	-16%	?	-6%	-0.1%	4.3e-08M*
CCOc1ccc(N2C(=O)c3ccc(C(=O)OCc4c(C)noc4C)cc3C2=O)cc1	8%	i	2%	3%	-2%	0.1%	17%	?	2%	-0.8%	i
COc1ccc(NC(C)=O)cc1NC(=O)CSc1nc2ncccc2[nH]1	-1%	i	4%	-1%	0%	-1.9%	4%	i	-10%	-0.5%	?

Structural class, those above containing an aryl thioether with sulfur outside any ring (six)
SMILES	Casp7 inh	4MU fluor	USP2a inh	Ub-GFP proteasome	GFP derepression	BRCT PPI red	HEK293 cAMP cs	Fluorescein autfl	Casp1 inh	BRCT inh green	A350 fluor
COc1cc(-c2nnc(SCC(=O)N3CCCC3)o2)cc(OC)c1OC	-1%	i	-2%	0%	-1%	-0.1%	4%	?	1%	-0.3%	i
Cc1ccc(S(=O)(=O)Nc2ccc(-c3nnc(SCC#N)n3C)cc2)cc1	4%	i	5%	6%	1%	-1.6%	-1%	i	1%	-1.7%	i
Nc1nc(SCc2ccccc2[N+](=O)[O-])c2[nH]cnc2n1	2%[11.5 µM]	i	.	-4%[9.17 µM]	3%[9.22 µM]	-2.5%[15.4 µM]	-1%[11.4 µM]	i	0%[11.5 µM]	0.0%[15.4 µM]	i
Cc1ccc(NC(=O)CSc2n[nH]c(-c3ccncc3)n2)cc1	1%	i	-8%	-1%	-1%	-1.6%	?	i	0%	-3.4%	i
COc1ccc(OC)c(C(=O)CSc2nnc(-c3ccc(OC)c(OC)c3)o2)c1	-1%	2e-07M*	-13%	-1%	2%	-0.6%	6%	i	-2%	-4.4%	2e-07M*
COc1ccc(NC(C)=O)cc1NC(=O)CSc1nc2ncccc2[nH]1	-1%	i	4%	-1%	0%	-1.9%	4%	i	-10%	-0.5%	?

High-throughput results: PubChem, National Center for Advancing Translational Sciences (NCATS)

These rows are one share of the data; the hit share may differ from the screen's.
